Assay outcomes from PubChem BioAssay.
Tau fibril ThT = tau fibrillization inhibition (ThT binding). AID 1460. hit rate 2.1% among 270,000. Potency, µM (highest dose often 57.4 µM), for the others: top-dose activity, negative = inhibition, usual class: inhibitors. recombinant tau K18 P301L, heparin-induced fibrillization, ThT fluorescence; further: on the % scale 0 is the no-effect control and ±100 the full control effect; nearly all actives have a fitted effect of over 55% in size
Target sequence (P10636 561-689 P618L limits assumed): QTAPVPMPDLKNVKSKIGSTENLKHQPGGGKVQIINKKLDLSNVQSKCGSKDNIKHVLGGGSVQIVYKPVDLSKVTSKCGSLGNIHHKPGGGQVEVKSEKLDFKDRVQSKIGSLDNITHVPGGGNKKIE
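Recombinant human tau K18 fragment […] carrying P301L, 15 uM unlabeled plus 0.24 uM Alexa 594-labeled, was fibrillized with 20 uM heparin in 100 mM sodium acetate pH 7 for 6 hr at 37 C; 30 uM ThT fluorescence read after 1 hr.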
HTT cytoprotect = cytoprotection in Huntington HTT-Q103 PC12 cell model | AID 1471 | hit rate 0.14% among 230,000 | PC12 HTT-Q103 induced, cytoprotection, ATP luminescence, 40 h | Potency, µM (highest dose often 56.4 µM), inactives show cytoprotection (ATP increase), most hits filed as activators;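 further: % of control where 0% means no effect; nearly all actives have a fitted effect of over 45% in size; toxic huntingtin expression switched on by the ecdysone agonist tebufenozide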
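Compounds were screened for protection of PC12 cells against cell death after tebufenozide induction (100 nM final) of mutant Huntingtin exon 1 (Q103) fused to GFP.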
HttQ103 aggreg = reduces HttQ103-GFP aggregates in PC12 cells; PC12 HttQ103-GFP aggregates, Acumen cytometry, 40 h; AID 1688; Potency, µM (highest dose often 46.1 µM), for inactives: at the top dose activity change, negative = inhibition, actives largely listed as inhibitors; hit rate 1.1% among 220,000; further: on the % scale 0 is the no-effect control and ±100 the full control effect; nearly all actives have a fitted effect of over 60% in size
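Quantitative HTS on tebufenozide-induced (100 nM) PC12 cells stably expressing polyQ103 Huntingtin exon 1–GFP. Reduction of bright GFP aggregates, detected by laser scanning cytometry after lysis, identified actives across the titration.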
ALDH1A1 inh = ALDH1A1 (human) enzyme inhibition; P00352; Potency, µM (doses to about 75.3 µM), for inactives: at the top dose activity, negative = inhibition, most hits filed as inhibitors; AID 1030; hit rate 7.3% among 220,000; Purified ALDH1A1, NADH fluorescence, propionaldehyde substrate; active means well fitted inhibition curve with a large enough effect, not every such curve was filed as active; inconclusive means small, poorly fitted or top-dose-only effect, or another doubt; inactive means no such curve, though single readings can be large or run the other way;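 further: plate controls were no enzyme wells and a reference inhibitor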
Target sequence (P00352 whole entry, looked up): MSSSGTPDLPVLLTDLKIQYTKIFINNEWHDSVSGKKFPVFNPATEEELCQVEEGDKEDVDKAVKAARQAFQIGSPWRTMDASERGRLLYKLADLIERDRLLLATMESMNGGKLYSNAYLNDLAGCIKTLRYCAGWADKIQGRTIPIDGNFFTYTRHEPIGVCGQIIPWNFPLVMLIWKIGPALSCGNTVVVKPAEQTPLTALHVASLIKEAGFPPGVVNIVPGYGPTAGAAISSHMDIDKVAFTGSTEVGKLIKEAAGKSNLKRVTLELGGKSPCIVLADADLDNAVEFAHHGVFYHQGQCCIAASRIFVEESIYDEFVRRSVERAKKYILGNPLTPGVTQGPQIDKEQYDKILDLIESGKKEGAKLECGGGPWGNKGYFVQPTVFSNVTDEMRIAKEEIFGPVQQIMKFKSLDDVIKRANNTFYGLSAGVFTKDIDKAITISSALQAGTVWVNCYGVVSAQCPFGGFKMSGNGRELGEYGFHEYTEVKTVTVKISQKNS
Tau fibril FP = tau fibrillization inhibition (FP) | P10636 | K18 P301L tau heparin fibrillization, Alexa594 FP, 6 h | Potency, µM (series often up to 57.7 µM), inactives show at the highest dose activity, negative = inhibition, usual class: inhibitors | hit rate 0.39% among 280,000 | AID 1468; further: on the % scale 0 is the no-effect control and ±100 the full control effect; nearly all actives have a fitted effect of over 55% in size
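Heparin (20 uM) drove fibril formation of recombinant tau K18 P301L, 15 uM unlabeled with 0.24 uM Alexa 594 label, for 6 hr at 37 C in 100 mM sodium acetate pH 7. Fluorescence polarization (555/632 nm) read 1 hr after 30 uM ThT.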
KDM4E inh = JMJD2E (human) inhibition | hit rate 1.6% among 230,000 | JMJD2E catalytic domain, FDH-coupled NADH fluorescence (FDH is formaldehyde dehydrogenase) | B2RXH2 | AID 2147 | Potency, µM (doses to about 57.1 µM), for inactives: at the top dose activity change, negative = inhibition, usual class: inhibitors; active means well fitted inhibition curve with a large enough effect, not every such curve was filed as active; inconclusive means small, poorly fitted or top-dose-only effect, or another doubt; inactive means no such curve, though single readings can be large or run the other way;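 further: 0% = wells with enzyme and -100% = buffer wells without enzyme; nearly all actives have a fitted effect of over 50% in size; many of its hits are not listed in these tables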
Target sequence (B2RXH2 1-337 limits assumed): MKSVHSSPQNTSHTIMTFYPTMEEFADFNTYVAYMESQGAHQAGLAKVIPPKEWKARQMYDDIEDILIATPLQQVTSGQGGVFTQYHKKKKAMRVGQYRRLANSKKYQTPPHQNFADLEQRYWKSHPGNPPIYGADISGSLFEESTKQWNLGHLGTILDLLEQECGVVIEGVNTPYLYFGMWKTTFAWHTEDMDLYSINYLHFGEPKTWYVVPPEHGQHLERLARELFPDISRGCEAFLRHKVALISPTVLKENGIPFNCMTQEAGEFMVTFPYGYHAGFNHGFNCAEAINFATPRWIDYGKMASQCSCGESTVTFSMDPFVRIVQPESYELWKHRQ
Tau fluor cs = counter-screen for tau fibril formation inhibitors; tau K18 P301L Alexa594 fluorescence, heparin fibrillization; Potency, µM (doses to about 57.7 µM), for the others: at the top dose activity change, negative = decrease; hit rate 0.93% among 280,000; AID 1463; further: on the % scale 0 is the no-effect control and ±100 the full control effect; nearly all actives have a fitted effect of over 55% in size
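Human tau K18 P301L (15 uM unlabeled, 0.24 uM Alexa 594-labeled) in 100 mM sodium acetate pH 7 with 20 uM heparin, 6 hr at 37 C. ThT 30 uM added, 1 hr ambient; Alexa 594 FP and total fluorescence read at 555/632 nm.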
SMN2 splice up = SMN2 splice variant enhancement. HEK293 SMN2-luciferase splicing reporter, luminescence, 30-36 h. Potency, µM (highest dose often 46.1 µM), without a hit: at the top dose activity change, positive = activation, hits mostly activators. hit rate 2.8% among 210,000. AID 1458; further: % of control where 0% means no effect; nearly all actives have a fitted effect of over 55% in size
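HEK293 cells carry an SMN2 minigene-luciferase reporter in which exon 7 inclusion puts luciferase in frame. Cells were seeded at 2000 cells/well, attached for 10-12 hours, then exposed to compounds for 30-36 hours at 37C before ONE-Glo luminescence.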
Active calls of the source: *; ? = inconclusive; nt = not tested or not shown; [ ] = remark or other dose. Unless noted, the call rests on the fitted dose curve; in most records, active means well fitted curve in the direction sought with a large enough effect; inconclusive means small, poorly fitted or top-dose-only effect, or another doubt; inactive means no such curve, though single readings can be large; an effect the other way counts as inactive or inconclusive. Potency means the concentration at half of the fitted maximal effect. Only part of the results is shown; rates above refer to the full screens.

Each structure is followed by: Tau fibril ThT	HTT cytoprotect	HttQ103 aggreg	ALDH1A1 inh	Tau fibril FP	KDM4E inh	Tau fluor cs	SMN2 splice up
C=CCn1cc(C(=O)NCc2ccc(Cl)cc2)c(=O)c2cc(S(=O)(=O)N(CC)CC)ccc21
→ -10%	nt	4%	-2%	-4%	-7%	-29%	-26%
Cc1cccc(Oc2ncnc3onc(C)c23)c1C
→ -6%	1%	-13%	9%	-1%	5%	4%	16%
COc1ccccc1CNC(=O)c1cc2c(s1)-c1ccc(Cl)cc1SC2
→ 2%	nt	nt	nt	-16%	nt	-8%	20%
CC1=C(C(=O)c2ccccc2)C(c2ccc(N3CCOCC3)cc2)NC(=O)N1 (stereo unspecified)
→ 25µM*	7%[10 µM]	-7%	?	1%	-9%	-6%	-10%
O=c1nc2ccccc2c(NS(=O)(=O)c2ccccc2)n1-c1ccccc1
→ -3%	-8%	12%	0.89µM*	-7%	1%	-3%	-5%
O=C(CN1C(=O)/C(=C\C=C\c2ccccc2)SC1=S)Nc1ccc(F)cc1
→ 12%	-8%[10 µM]	-8%	17%	4%	2%	13%	4.5µM*
Cc1cc(NC(=O)CSc2nnc(CNc3cccc(C(F)(F)F)c3)n2Cc2ccco2)no1
→ 11%	0%	1%	2%	-4%	-3%	-7%	-42%
COc1cc(CN2CCN(CCOCCO)CC2)cc(OC)c1OC
→ -3%	6%	-10%	6%	0%	-9%	-1%	?
CCOC(=O)c1[nH]c2ccc(OC)cc2c1NC(C)=O
→ 5%	-23%[10 µM]	13%	?	-14%	?	1%	-3%
CN1C(=O)c2cccc(N(C)C)c2C1=O
→ -3%	-18%[10 µM]	-13%	1%	4%	5%	3%	1%
CN(C)[C@H]1C(=O)C(C(=O)NCN2CCCC2)=C(O)[C@]2(O)C(=O)C3=C(O)c4c(O)cccc4[C@](C)(O)[C@H]3C[C@H]12
→ nt	-15%[10 µM]	1%	13%[13.5 µM]	nt	nt	nt	-6%[9.22 µM]
CCc1ccc(NC(=O)Cn2cnc3c(=O)n(C)c(=O)n(C)c32)cc1
→ -17%	-60%[inhibitor]	-17%	1%	3%	-12%	-14%	-14%
CCOc1ccc(N(CC(=O)Nc2ccccc2C)S(=O)(=O)c2c(C)[nH]c(=O)[nH]c2=O)cc1
→ nt	-7%[10 µM]	-5%[9.22 µM]	nt	-3%	-1%	-6%	nt
COc1ccc(NC(=S)N2N=CCC2c2ccccc2)cc1 (stereo unspecified)
→ 3%	-66%[inhibitor]	31%	-7%	2%	11%	-8%	?
COc1cc(NS(=O)(=O)c2ccc(NC(=O)COc3ccc(C)cc3)cc2)nc(OC)n1
→ -4%	-5%	20%	?	6%	5%	4%	4%
N#C/C(=C/c1ccc2c(c1)OCO2)C(=O)NCCc1c[nH]c2ccccc12
→ 13µM*	-11%[10 µM]	-12%	-14%	5%	-1%	20µM*[quencher]	16%
CCN(CCS(=O)(=O)c1ccc(Cl)cc1)C(=O)Nc1ccc(Cl)cc1
→ 14%	-2%[10 µM]	4%[9.22 µM]	nt	-5%	0%	2%	nt
Cn1cccc1/C=C1\CCc2ccccc2C1=O
→ ?	-102%[inhibitor]	21%	-16%	-2%	-7%	-19%	1µM*
O=C1CC(c2cccc(Cl)c2)c2cc3c(cc2N1)CCC3 (stereo unspecified)
→ -15%	-78%[inhibitor]	-22%	0%	14%	1%	-9%	-9%
CCOc1ccc(N(CC(=O)NC(C)CC)S(=O)(=O)c2c(C)noc2C)cc1 (stereo unspecified)
→ -8%	-33%	-15%	2%	0%	-3%	-11%	-9%
CC(C)c1ccc(/C=C/C(=O)NCCCc2ccccc2)cc1
→ -15%	8%[10 µM]	?	-1%	7%	-1%	-15%	-15%
O=C(O)c1ccccc1C1=Nc2ccc(O)cc2Oc2cc(O)ccc21
→ -5%	9%	-10%	6%	-3%	6%	6%	6%
Cc1ccc(CNC(=O)c2cn(C)c(=O)c3c2c2ccccc2n3C)o1
→ ?	-13%	-3%	?	-14%	?	-16%	-34%
CCc1ccc(Nc2nnc(SCC(=O)Nc3cccc(S(=O)(=O)NC4=NCCCCC4)c3)s2)cc1
→ -11%	-16%[10 µM]	6%	18µM*	5%	-19%	?	13µM*
CC(C)NC(=S)NN=C1CCC(c2ccccc2)CC1 (stereo unspecified)
→ -13%	-22%	-3%	1%	-6%	-6%	-9%	7%
O=C(Nc1ccc(Cl)cc1)C(c1ccccc1)N(CCO)CCO (stereo unspecified)
→ -7%	-11%[10 µM]	22%	?	8%	7%	1%	-1%
O=C(COc1ccccc1)Nc1ccccc1Cl
→ -10%	-31%	10%	1%	-6%	3%	-16%	-11%
O=C(CSc1nnc(-c2cc3ccccc3cc2O)n1Cc1ccco1)c1ccc(F)cc1
→ -20%	19%[10 µM]	?	-11%	-5%	4%	?	14%
O=S(=O)(Nc1cccnc1)c1cccs1
→ 5%	-3%[10 µM]	4%	-12%	-3%	?	1%	-5%
COc1ccc(NS(=O)(=O)c2cccs2)c(OC)c1
→ 4%	-10%	-1%	-10%	1%	-5%	1%	-6%
COc1ccc([N+](=O)[O-])cc1NC(=O)C1CCCO1 (stereo unspecified)
→ -12%	nt	-8%	-6%	-1%	7%	-4%	20%
CCC(=O)N1CCN(c2ccc(NC(=S)NC(=O)COc3ccccc3)cc2)CC1
→ ?	0%	-1%	-1%	-7%	4%	-21%	nt
COC(=O)c1ccc(NC(=O)CCc2c(C)nc3c(-c4ccccc4)c(C)nn3c2C)cc1
→ -16%	nt	nt	nt	?	nt	?	-4%
CCc1ccccc1NC(=S)N(CCN(C)C)C(C)c1cccnc1 (stereo unspecified)
→ -4%	-34%[inhibitor]	-15%	5%	-12%	14%	-11%	-12%
CC(=O)c1cccc(N2C(=O)Nc3ccccc3N2O)c1
→ -10%	15%	5%	9%	3%	-1%	-8%	12%
COCc1cc(C)nc(N)c1C#N
→ -3%	-7%	-7%	?	-5%	?	4%	20%
Cc1ccccc1/C(N)=N/OC(=O)c1ccc(F)cc1
→ -3%	26%	18%	4%	-1%	0%	3%	-3%
COc1ccc(/C=C/C(=O)NCCN2CCOCC2)cc1OC
→ -5%	-20%	-12%	?	9%	?	-1%	?
CC1CN(C(=O)COC(=O)c2cccs2)CC(C)O1 (stereo unspecified)
→ -1%	-7%[10 µM]	-12%	4%	4%	-8%	6%	14%
CCOC(=O)N1C=CC=C[C@@H]2[C@@H](N3C(=O)c4ccccc4C3=O)C(=O)N21
→ -10%	nt	-17%	0%	6%	1%	-1%	4%
CCc1cc(C(c2ccccn2)N2CCN(C)CC2)c(NC(=O)c2ccccc2)s1 (stereo unspecified)
→ ?	15%[10 µM]	1%	-8%	-2%	-1%	?	4%
CC(=O)c1ccc(NC(=O)C2(S(=O)(=O)c3ccccc3)CC2)cc1
→ -11%	0%[10 µM]	?	11%	?	?	-8%	12%
O=C(NCc1cccc(C(F)(F)F)c1)c1cccc(S(=O)(=O)NCc2ccccc2)c1
→ 7%	11%[10 µM]	-4%	4%	-1%	-1%	-24%	-11%
COc1ccc(CCNC(=O)c2ccc3c(c2)N(Cc2ccccc2)C(=O)c2ccccc2S3=O)cc1OC (stereo unspecified)
→ -1%	nt	nt	nt	-3%	nt	-22%	?
O=S(=O)(c1ccc(NC(=S)N2CCN(c3ccccc3F)CC2)cc1)N1CCOCC1
→ -8%	nt	-25%	?	-6%	-9%	-22%	-60%[inhibitor]
COC(=O)C1=C(N)c2c(F)cccc2C1(C#N)c1ccc(F)cc1 (stereo unspecified)
→ -7%	-3%	10%[9.22 µM]	?	-7%	?	-19%	-13%
CC(=O)Oc1ccc(N(c2ccccc2)S(=O)(=O)c2ccc(C)cc2)cc1
→ -5%	-27%	0%	?	-6%	0%	-21%	nt
O=C(O)c1ccc(CSc2ccccn2)cc1
→ -3%	14%[10 µM]	8%[9.22 µM]	14%	7%	-3%	0%	nt
O=C(c1cccs1)N1CCN(Cc2ccncc2)CC1
→ 4%	-20%[10 µM]	-16%	?	4%	?	4%	-1%
CCOC(=O)Cc1csc(NC(=O)CCS(=O)(=O)Cc2ccccc2)n1
→ 11%	8%	6%	20µM*	-1%	1%	3%	nt
O=S(N1CCCCCC1)C12CC3CC(CC(C3)C1)C2 (stereo unspecified)
→ 10%	-5%	-9%	0%	3%	1%	5%	-3%
Cc1cccc(NC(=O)CSc2nnc(-c3cc(C)n(-c4ccccc4)c3C)o2)c1C
→ ?	-39%[10 µM]	-9%	?	-2%	4%	-18%	5%
CC(C)OC(=O)CSc1nc2cccnc2n1-c1ccc(F)cc1
→ -6%	13%	-4%	?	2%	5%	-3%	10%
CCOC(=O)c1[nH]c(C)c(C(=O)N2CCc3c([nH]c4ccccc34)C2c2ccccn2)c1C (stereo unspecified)
→ ?	-22%[10 µM]	-7%[9.22 µM]	?	11%	-3%	-21%	nt

One compound at a time (already shown). Screens in order: Tau fibril ThT	HTT cytoprotect	HttQ103 aggreg	ALDH1A1 inh	Tau fibril FP	KDM4E inh	Tau fluor cs	SMN2 splice up
Record of CCc1cc(C(c2ccccn2)N2CCN(C)CC2)c(NC(=O)c2ccccc2)s1 (stereo unspecified) = ?	15%[10 µM]	1%	-8%	-2%	-1%	?	4%
Record of O=C(c1cccs1)N1CCN(Cc2ccncc2)CC1 = 4%	-20%[10 µM]	-16%	?	4%	?	4%	-1%
